GLP1R cytotox: cytotoxicity counter-screen for GLP-1 receptor inverse agonists; HEK293 cAMP-luciferase reporter cells, luminescence, 24 h; Potency, µM (titrated, usually from 38.3 µM), without a hit: at the highest dose activity change, negative = inhibition, most hits filed as inhibitors; 0.13% of 410,000 active; AID 624418;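 further: loss of luciferase light is scored as toxicity; on the % scale 0 is the no-effect control and ±100 the full control effect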
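Compound-treated cells are incubated 24 hr at 37 deg C under 5% CO2 after a 12 hour attachment period, then luciferase detection reagent is added and luminescence is measured following 12 min at room temperature; lowered signal indicates toxicity.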
GLP-1R agonist: activates the human GLP-1 receptor; P43220; HEK293 GLP-1R CRE-luciferase, luminescence, 4-6 h; cells express a hypersensitive GLP-1R form; Potency, µM (top dose mostly 45.6 µM), for the others: at the top dose activation, usual class: activators; 0.007% of 380,000 active; AID 624172; further: % of control where 0% means no effect
Target sequence (P43220 whole entry, looked up): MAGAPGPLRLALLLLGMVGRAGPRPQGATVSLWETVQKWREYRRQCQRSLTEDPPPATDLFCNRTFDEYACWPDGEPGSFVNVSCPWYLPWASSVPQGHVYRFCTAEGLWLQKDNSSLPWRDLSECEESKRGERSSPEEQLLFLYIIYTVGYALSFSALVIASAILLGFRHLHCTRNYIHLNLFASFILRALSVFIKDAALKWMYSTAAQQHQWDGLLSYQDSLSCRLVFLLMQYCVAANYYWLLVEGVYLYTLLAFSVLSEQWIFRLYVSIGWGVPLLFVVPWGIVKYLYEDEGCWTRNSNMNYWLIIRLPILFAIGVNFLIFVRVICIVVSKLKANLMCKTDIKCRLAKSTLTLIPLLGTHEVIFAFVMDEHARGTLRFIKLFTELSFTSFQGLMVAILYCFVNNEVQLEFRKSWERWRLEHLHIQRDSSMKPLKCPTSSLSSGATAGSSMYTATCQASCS
KB-V1 MDR tox: kills drug-selected multidrug resistant KB-V1 cells. KB-V1 MDR cells viability, CellTiter-Glo, 72 h. Potency, µM (titrated, usually from 46.1 µM), for the others: at the highest dose activity change, negative = cytotoxicity, most hits filed as cytotoxic. 3.4% of 400,000 active. AID 1347076; further: on the % scale 0 is the no-effect control and ±100 the full control effect; nearly all actives have a fitted effect of over 60% in size
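qHTS viability screen in drug-selected KB-V1 MDR cells: 72 h compound treatment at 37 degrees C, ATP luminescence end point.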
GLP-1R inv ag: acts as inverse agonist at human GLP-1 receptor. HEK293 GLP-1R CRE-luciferase, luminescence, 24 h; GLP-1R form is constitutively active. Potency, µM (series often up to 38.3 µM), for inactives: at the top dose activity change, negative = inhibition, most hits filed as inhibitors. 1.6% of 410,000 active. AID 624417; further: on the % scale 0 is the no-effect control and ±100 the full control effect; nearly all actives have a fitted effect of over 55% in size
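Luminescence readout: a drop in cAMP-driven luciferase signal flags inverse agonism at a constitutively active GLP-1R stably expressed in HEK293. Compound exposure lasted 24 hr at 37 deg C, 5% CO2.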
HT1080 IDH1KD tx: kills HT-1080 cells with IDH1 knockdown; HT-1080 IDH1 knockdown viability, ATP luminescence, 48 h; Potency, µM (doses to about 46.1 µM), for the others: at the highest dose activity, negative = toxicity, actives largely listed as cytotoxic; 2% of 360,000 active;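 further: 0% = DMSO wells and -100% = cell-free medium wells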
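Using the IDH1-knockdown HT-1080 line run in the same batch and compound series as the NT line, viability after 48 h at 37 °C was determined by CellTiter-Glo luminescence and expressed as % activity.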
SW480 rerep: induces DNA re-replication in SW480 colon adenocarcinoma cells. SW480 DNA re-replication, Hoechst DNA content imaging, 48 h. Potency, µM (top dose mostly 46.1 µM), inactives show at the highest dose re-replication activation, most hits filed as activators. 1.8% of 340,000 active; further: % of control where 0% means no effect; nearly all actives have a fitted effect of over 55% in size
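Per well, 250 cells were exposed to pinned compound for 48 hr. Nuclear DNA was visualised with Hoechst (40 min, 37 C) and total object intensity recorded by fluorescence scanning.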
TDP-43 yeast inh: TDP-43 toxicity inhibition in yeast | TDP-43 expressing yeast growth rescue, BacTiter-Glo, 24 h | 1.8% of 410,000 active | Potency, µM (series often up to 46.1 µM), for inactives: at the top dose growth rescue (activation), actives largely listed as activators; further: % of control where 0% means no effect; nearly all actives have a fitted effect of over 50% in size
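Yeast expressing TDP-43 (pregrown in raffinose, seeded at OD600=0.02 in galactose medium) exposed to compounds 24 hr at 30 deg C. Growth read by BacTiter-Glo luminescence; rescue of toxicity appears as increased signal.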
HT1080-NT tox: kills 2HG-producing HT-1080-NT fibrosarcoma cells. HT-1080-NT fibrosarcoma viability, CellTiter-Glo ATP luminescence, 48 h. Potency, µM (doses to about 46.1 µM), for inactives: top-dose activity, negative = less viability, actives largely listed as cytotoxic. 1.6% of 360,000 active;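 further: NT is the 2HG producing partner of a matched IDH1 knockdown line; 0% = DMSO-treated cells and -100% = media-only wells without cells; nearly all actives have a fitted effect of over 55% in size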
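Read-out is CellTiter-Glo luminescence after 10 minutes at room temperature, following 48 hours' compound treatment of HT-1080-NT cells (750 cells/well, RPMI, 5% FBS, 37 degrees C).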
KB-3-1 tox: KB-3-1 parental cell cytotoxicity; KB-3-1 viability, CellTiter-Glo ATP luminescence, 72 h; Potency, µM (doses to about 46.1 µM), without a hit: at the top dose activity change, negative = cytotoxic, hits mostly cytotoxic; 1.4% of 400,000 active; AID 1347075; further: on the % scale 0 is the no-effect control and ±100 the full control effect; nearly all actives have a fitted effect of over 60% in size
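Cytotoxicity measured as CellTiter-Glo luminescence after 72 h at 37 C. Compound titrations were pinned onto drug-naive KB-3-1 parental adenocarcinoma cells grown in DMEM with 10% FBS, and normalized data fitted to concentration-response curves.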
* marks the source's active call; other numbers are inactive results; ? = inconclusive; · = no result given; [ ] = remark or other dose. The call rests on the fitted dose curve; in most records, active means well fitted curve in the direction sought with a large enough effect; inconclusive means small, poorly fitted or top-dose-only effect, or another doubt; inactive means no such curve, though single readings can be large; an effect the other way counts as inactive or inconclusive. Potency means the concentration at half of the fitted maximal effect.

SMILES	GLP1R cytotox	GLP-1R agonist	KB-V1 MDR tox	GLP-1R inv ag	HT1080 IDH1KD tx	SW480 rerep	TDP-43 yeast inh	HT1080-NT tox	KB-3-1 tox
COC(=O)[C@]12CCCCC=C1N(CCC1=CCCCC1)C(=O)[C@H](CC(=O)NCc1cccc3ccccc13)C2	-21%	-4%	17%	?	16µM*	·	1%	?	-21%
O=C(Nc1ccccc1C(=O)NC(Cc1ccccc1)C(=O)NC1CCCCC1)c1ccccc1 (stereo not given)	-1%	3%	?	?	-3%	16%	11%	-7%	5%
CC(C)CNC(=O)COC(=O)c1ccccc1OCC(=O)Nc1ccc(Br)cc1	19%	1%	-27%	15%	4%	-21%	22%	8%	2%
CCOc1ccc2nc(SCC(=O)N(CC(C)C)c3c(N)n(CC(C)C)c(=O)[nH]c3=O)[nH]c2c1	-3%	-4%	-14%	15%	1%	-1%	?	-3%	-5%
O=C(c1ccc(F)cc1)n1ccc(-c2cnc(-c3ccccc3)s2)n1	-4%	-16%	-7%	38%[activator]	6%	-6%	-8%	14%	-11%
COCCn1c(N)c(N(Cc2ccccc2)C(=O)C2=COCCO2)c(=O)[nH]c1=O	12%	-22%	4%	3%	0%	-1%	1%	-1%	-1%
CCOC(=O)C(NCc1ccco1)(NC(=O)c1ccccc1)C(F)(F)F (stereo not given)	-20%	-5%	?	4%	5%	-8%	5%	10%	19%
CN(C)C(=O)CCN1CCOCC1	7%	0%	0%	28%	3%	3%	-21%	16%	-3%
O=C1NCCN1C(=O)c1ccccc1F	-21%	-13%	-2%	0%	2%	-9%	-11%	3%	-8%
CCn1nc(NC(=O)c2ccncc2)c2cc3cccc(C)c3nc21	-19%	1%	1%	30%	1%	-3%	-5%	-4%	15%

The closing six compounds of the section above open the next one:
SMILES	GLP1R cytotox	GLP-1R agonist	KB-V1 MDR tox	GLP-1R inv ag	HT1080 IDH1KD tx	SW480 rerep	TDP-43 yeast inh	HT1080-NT tox	KB-3-1 tox
O=C(c1ccc(F)cc1)n1ccc(-c2cnc(-c3ccccc3)s2)n1	-4%	-16%	-7%	38%[activator]	6%	-6%	-8%	14%	-11%
COCCn1c(N)c(N(Cc2ccccc2)C(=O)C2=COCCO2)c(=O)[nH]c1=O	12%	-22%	4%	3%	0%	-1%	1%	-1%	-1%
CCOC(=O)C(NCc1ccco1)(NC(=O)c1ccccc1)C(F)(F)F (stereo not given)	-20%	-5%	?	4%	5%	-8%	5%	10%	19%
CN(C)C(=O)CCN1CCOCC1	7%	0%	0%	28%	3%	3%	-21%	16%	-3%
O=C1NCCN1C(=O)c1ccccc1F	-21%	-13%	-2%	0%	2%	-9%	-11%	3%	-8%
CCn1nc(NC(=O)c2ccncc2)c2cc3cccc(C)c3nc21	-19%	1%	1%	30%	1%	-3%	-5%	-4%	15%
O=C(CN(C(=O)c1csnn1)c1ccccc1Cl)NC1CCCC1	8%	9%	11%	4%	7%	-18%	-5%	16%	17%
COc1cc2c(cc1NC(=S)Nc1cccc(C)c1)oc1ccccc12	?	-2%	16%	0%	?	?	-20%	10µM*	0%
O=C(NCc1ccccc1)c1cc(C2CCCCN2C(=O)c2ccc3c(c2)CCO3)on1 (stereo not given)	-3%	-1%	2%	-2%	1%	·	13%	3%	0%
COc1ccc(CCNC(=O)COc2nncc3ccccc23)cc1	-1%	1%	2%	-2%	6%	-7%	-10%	4%	14%
COc1ccc(CCNC(=O)c2cccs2)cc1OC	-3%	-1%	-15%	-2%	7%	1%	-10%	20%	-7%
CCC(C)(C(=O)NC1CCCCC1)N(Cc1cccs1)C(=O)c1ccc(=O)[nH]c1 (stereo not given)	-7%	1%	6%	4%	3%	-10%	-15%	13%	-1%
c1ccc(-c2ccc3ccccc3n2)cc1	0%	22%	1%	20%	5%	0%	6%	1%	2%
Clc1cccc(-c2nc3c4ccccc4ccn3c2Cc2ccccc2)c1	4%	-2%	4%	?	?	·	?	-29%	0%
C=Cc1ccc(Cn2c(C(=O)O)c(CNCc3cc(OC)ccc3OC)c3ccc(C)cc32)cc1	-9%	·	20%	4%	·	·	4%	·	-11%
CCOC(=O)C1CCN(C(=O)c2ccc(Cl)c(S(=O)(=O)N3CCCC3)c2)CC1	-14%	10%	?	18%	9%	1%	3%	3%	2%
Cn1c(=O)cc(SCC(=O)NCc2ccc(F)cc2)c2ccccc21	?	19%	-23%	-4%	?	15%	5%	-21%	?
CCn1c(C(O)c2ccccc2)nc2ccccc21 (stereo not given)	6%	-6%	5%	0%	-8%	-2%	-14%	-15%	0%
CC(=O)N1CCc2cc(S(=O)(=O)CCC(=O)NCc3ccc(C)o3)ccc21	-2%	-1%	-6%	1%	4%	-35%[inhibitor]	8%	2%	12%
O=C(NCCO)C(=O)NCC(c1ccc2c(c1)OCO2)N1CCN(c2ccc(F)cc2)CC1 (stereo not given)	8%	-2%	26%	-4%	13%	-9%	2%	0%	7%
COC(=O)CSc1nc(-c2ccccc2)nc2ccc(F)cc12	-1%	10%	-4%	46%[activator]	2%	-15%	11%	2%	7%
CCN(CC)c1ccc(NC(=O)c2cnn(-c3ccccc3)c2-n2cccc2)c(C)c1	-4%	·	-33%	?	·	·	19%[9.22 µM]	·	?
Cc1n[nH]c(C)c1-c1nc2ccccc2[nH]1	18%	9%	18%	-8%	-2%	0%	-3%	2%	10%
NS(=O)(=O)c1ccc(CNC(=O)/C=C/c2cccc([N+](=O)[O-])c2)cc1	0%	8%	16%	39%[activator]	17%	-6%	-3%	23%	0%
CCOc1ccc(OCc2ccc(C(=O)O)o2)cc1	-19%	-14%	11%	?	2%	0%	-4%	6%	-3%
CCN(CC(=O)Nc1ccc(OC)cc1)C(=O)COc1cccc2c1OC(C)(C)C2	-5%	2%	11%	6%	-2%	-4%	28%	-1%	-24%
CN(CC(O)COCc1ccccc1F)C1CCCCC1 (stereo not given)	6%	-3%	-12%	0%	-3%	24%	-19%	0%	-18%
Cc1ccc2nc(-c3ccc(NC(=S)NC4CC(C)(C)NC(C)(C)C4)cc3)sc2c1	?	5%	-24%	5µM*	?	?	-38%[inhibitor]	23µM*	?
COc1ccccc1CCNC(=O)c1cc(-c2ccccn2)nc2ccccc12	-2%	-4%	?	5%	6%	9%	15%	-1%	2%
O=Cc1c(N2CCN(c3ccccc3)CC2)nc2ccccn2c1=O	-2%	6%	4%	13%	8%	2%	?	12%	2%
COc1ccc(C(=O)N2CCN=C2SCc2cccnc2)cc1OC	9%	-3%	-6%	25%	1%	1%	31%	2%	-2%
COc1ccc(CCNC(=O)c2cnc3n(c2=O)CCS3)cc1OC	3%	16%	2%	14%	0%	-12%	0%	0%	4%
CCOC(=O)CCC(NC(=O)CCCCC(=O)NC(CCC(=O)OCC)C(=O)OCC)C(=O)OCC (stereo not given)	-7%	-5%	17%	9%	8%	-2%	11%	7%	4%
Cn1cc(/C=C2/SC(=O)N(CC(=O)Nc3ccc4c(c3)OCO4)C2=O)c2ccccc21	10%	0%	31%	-11%	3%	-1%	-11%	-1%	-14%
CC(=O)c1cccc(NC(=O)c2cccc(N3C(=O)c4ccccc4C3=O)c2)c1	4%	1%	9%	9%	-4%	-7%	-7%	6%	1%
CCN1CCCC1CNC(=O)c1cc2c(OC)cccc2[nH]1 (stereo not given)	-9%	1%	6%	-7%	18%	-4%	5%	-1%	-6%

An excerpt of these results, with values under each structure.
Under each structure – GLP1R cytotox, GLP-1R agonist, KB-V1 MDR tox, GLP-1R inv ag, HT1080 IDH1KD tx, SW480 rerep, TDP-43 yeast inh, HT1080-NT tox, KB-3-1 tox
CC(=O)c1cccc(NC(=O)c2cccc(N3C(=O)c4ccccc4C3=O)c2)c1
 : 4%, 1%, 9%, 9%, -4%, -7%, -7%, 6%, 1%
CCN1CCCC1CNC(=O)c1cc2c(OC)cccc2[nH]1 (stereo not given)
 : -9%, 1%, 6%, -7%, 18%, -4%, 5%, -1%, -6%

(listing goes on)
SMILES	GLP1R cytotox	GLP-1R agonist	KB-V1 MDR tox	GLP-1R inv ag	HT1080 IDH1KD tx	SW480 rerep	TDP-43 yeast inh	HT1080-NT tox	KB-3-1 tox
COc1ccccc1OCc1nn[nH]n1	-8%	-3%	-11%	-14%	?	-1%	-28%	12%	-1%
O=c1c(O)c(-c2ccc(O)cc2)oc2cc(O)cc(O)c12	-5%	-9%	-24%	28%	12%	-4%	5%	1%	0%
CCOc1c2ccc(C(=O)NCc3ccc(OC)cc3)cc2nn1CCOC	22%	-2%	-5%	12%	0%	-7%	-1%	12%	17%
COc1ccc(C2C3=C(CC(C)(C)CC3=O)Nc3c2c(=O)[nH]c2nc(C)nn32)cc1 (stereo not given)	-4%	-4%	24%	7%	-12%	0%	-23%	6%	5%
COc1cc(OC)c(OC)cc1CNc1sc2c(c1C(=O)Nc1ccccc1OC)CCC2	-15%	·	-8%	17%	·	·	-4%	·	0%
COc1ccc(CNC(=O)c2ccc(N3CCC4(CC3)CC(c3ccc(Cl)cc3)=NO4)c([N+](=O)[O-])c2)cc1	12%	0%	11%	18%	0%	?	-24%	-4%	0%
COc1cc(NC(=O)c2cc(C)nc3ccccc23)cc(OC)c1OC	3%	13%	-11%	48%[activator]	-14%	1%	-10%[9.22 µM]	-13%	-2%
Cc1occc1C(=O)NNC(=S)Nc1ccccc1	-12%	-9%	-15%	-1%	8%	0%	-9%	17%	2%

Records listed so far that bear a hit mark in GLP-1R inv ag.
SMILES | GLP-1R agonist | GLP-1R inv ag | SW480 rerep
Cc1ccc2nc(-c3ccc(NC(=S)NC4CC(C)(C)NC(C)(C)C4)cc3)sc2c1 | 5% | 5µM* | ?

Compound activity deposited in PubChem by National Center for Advancing Translational Sciences (NCATS).
